From PubChem BioAssay
Menin-MLL TR inh – menin-MLL binding inhibition, Texas Red mutant peptide | O00255 | Menin + Texas Red MLL mutant peptide, fluorescence polarization | Potency, µM (series often up to 61.6 µM), for the others: at the highest dose FP activity change, negative = inhibition, most hits filed as inhibitors | 270,000 tested, 0.23% active; active = well fitted inhibition curve with a large enough effect in the polarisation, with a control signal flat, not every such curve was filed as active; inconclusive = small, poorly fitted or top-dose-only effect, or effect the other way, or a change in a side signal; inactive = no such curve, though single readings can be large or run the other way; the % refers to the polarisation; also: potency is read from the fitted curve at half-maximal effect; % of control where 0% means no effect; many of its hits are not listed in these tables
hERG WT inh – inhibitors of human wildtype KCNH2 potassium channel. Q12809. U2OS, BacMam KCNH2, thallium flux FluxOr; hits give low values. activity change, % at 1.84 µM. 340,000 tested, 0.37% active;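 active = maximum activity change below -70%; inconclusive = maximum activity change between -70% and -50%; inactive = maximum activity change above -50%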; also: % is scaled to controls: 0 for no effect and ±100 for the full control effect
Target sequence (Q12809 whole entry, looked up): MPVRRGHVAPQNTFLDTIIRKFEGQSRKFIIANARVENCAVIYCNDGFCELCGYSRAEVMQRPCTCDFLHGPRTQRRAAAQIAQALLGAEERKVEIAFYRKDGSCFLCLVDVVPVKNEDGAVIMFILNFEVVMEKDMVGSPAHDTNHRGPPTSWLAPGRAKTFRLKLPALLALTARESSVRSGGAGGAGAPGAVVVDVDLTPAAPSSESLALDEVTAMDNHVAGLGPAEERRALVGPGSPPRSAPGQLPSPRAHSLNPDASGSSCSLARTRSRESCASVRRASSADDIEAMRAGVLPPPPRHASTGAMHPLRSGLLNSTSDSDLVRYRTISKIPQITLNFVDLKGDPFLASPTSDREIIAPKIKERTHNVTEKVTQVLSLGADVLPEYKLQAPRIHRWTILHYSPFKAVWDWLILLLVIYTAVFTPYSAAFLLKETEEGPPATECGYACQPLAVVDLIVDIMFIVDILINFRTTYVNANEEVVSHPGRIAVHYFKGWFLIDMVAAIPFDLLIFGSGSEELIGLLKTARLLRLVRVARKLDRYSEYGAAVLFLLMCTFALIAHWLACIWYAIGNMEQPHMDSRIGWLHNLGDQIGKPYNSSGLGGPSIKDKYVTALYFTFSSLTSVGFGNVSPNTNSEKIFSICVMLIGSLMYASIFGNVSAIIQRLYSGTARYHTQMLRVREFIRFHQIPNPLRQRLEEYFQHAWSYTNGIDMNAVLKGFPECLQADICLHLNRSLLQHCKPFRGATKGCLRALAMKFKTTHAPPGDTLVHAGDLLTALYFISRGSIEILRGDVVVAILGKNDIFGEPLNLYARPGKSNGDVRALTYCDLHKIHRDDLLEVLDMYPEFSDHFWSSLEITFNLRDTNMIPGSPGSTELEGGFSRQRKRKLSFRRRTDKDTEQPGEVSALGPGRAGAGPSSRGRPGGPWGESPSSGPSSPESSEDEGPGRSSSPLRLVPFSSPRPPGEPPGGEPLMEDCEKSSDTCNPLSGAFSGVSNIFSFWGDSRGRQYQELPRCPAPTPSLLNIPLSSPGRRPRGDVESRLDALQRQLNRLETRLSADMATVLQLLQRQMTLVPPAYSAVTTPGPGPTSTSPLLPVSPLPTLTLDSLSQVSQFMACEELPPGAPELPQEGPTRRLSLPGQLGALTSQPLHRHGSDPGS
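U2OS cells transduced with wild-type KCNH2 virus are loaded with FluxOr dye for 45 min, and thallium flux is measured in kinetic reads before and after stimulation buffer. Rate constants are normalized to DMSO controls.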
GALK inhibitor – inhibitors of human galactokinase | P51570 | Purified GALK, Kinase-Glo residual ATP luminescence | Potency, µM (top dose mostly 57.5 µM), for inactives: top-dose activity change, negative = inhibition, most hits filed as inhibitors | 270,000 tested, 0.007% active; also: potency is read from the fitted curve at half-maximal effect; % is scaled to controls: 0 for no effect and ±100 for the full control effect
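Luminescence from leftover ATP (Ultra-Glo luciferase/luciferin) served as read-out after a 1 h room-temperature reaction of 5 nM GALK with 35 uM ATP and 100 uM galactose.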
TSHR antag – blocks TSH signaling through the human TSH receptor; P16473; TSHR-expressing cells, TSH-stimulated cAMP HTRF, 2 h; hits give low values; activity change, negative = inhibition, % at 11.5 µM; 330,000 tested, 0.2% active; AID 504810;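 active = activity change below a set negative limit, meaning inhibition stronger than a set level, cut at about -70% in these data; inconclusive = activity change between two set negative limits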; also: % is scaled to controls: 0 for no effect and ±100 for the full control effect
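TSHR-expressing cells, 200/well, pre-treated with compound, then stimulated with EC80 TSH (4nM final) for 2 hours at 37 deg C. cAMP measured by competitive HTRF: anti-cAMP cryptate antibody in lysis buffer plus cAMP-d2, read after 30 minutes at room temperature.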
MBNL1 CUG block – MBNL1-poly(CUG) RNA binding inhibition; TR-FRET MBNL1-His/biotin-(CUG)12 binding, 665/545 ratio; Potency, µM (highest dose often 57.5 µM), for inactives: at the highest dose activity change, negative = inhibition, actives largely listed as inhibitors; AID 2675; 280,000 tested, 0.036% active; Q9NR56; active = well fitted inhibition curve with a large enough effect in the signal ratio, with a control signal flat, not every such curve was filed as active; inconclusive = small, poorly fitted or top-dose-only effect, or effect the other way, or a change in a side signal; inactive = no such curve, though single readings can be large or run the other way; the % refers to the signal ratio; also: potency is read from the fitted curve at half-maximal effect; % is scaled to controls: 0 for no effect and ±100 for the full control effect
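His-tagged MBNL1 binding to biotinylated (CUG)12 RNA was measured by TR-FRET using terbium anti-His antibody (0.055 ng/ul final) and streptavidin-XL665 (5 nM final). Compounds were titrated 92 nM to 58 uM; 60 min at room temperature.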
ASM inhibitor – blocks human secretory acid sphingomyelinase; P17405; placental ASM, HMU-PC fluorogenic substrate, 60 min; Potency, µM (titrated, usually from 57.5 µM), for the others: at the top dose activity change, negative = inhibition, actives largely listed as inhibitors; 340,000 tested, 0.006% active; AID 504937; also: potency is read from the fitted curve at half-maximal effect
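HMU-PC0 cleavage (9 uM final) by human placental ASM, 60 min at 37 °C following 10 min compound exposure at RT; stopped at pH 10, fluorescence Ex 386/Em 447 nm.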
Chronic BCR inh – inhibitors of chronic active B-cell receptor signaling; 340,000 tested, 0.05% active; ABC-DLBCL IkBa-CBG/CBR reporter, luminescence ratio, 4 h; AID 493014; Potency, µM (doses to about 46.1 µM), inactives show at the highest dose ratio change, negative = lower green/red ratio, most hits filed as inhibitors; active = well fitted inhibition curve with a large enough effect in the signal ratio, with a control signal flat, not every such curve was filed as active; inconclusive = small, poorly fitted or top-dose-only effect, or effect the other way, or a change in a side signal; the % refers to the signal ratio;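 also: potency is read from the fitted curve at half-maximal effect; plate controls were basal doxycycline-induced cells for no effect and cells given 10 µM MG132 for full effect; MG132 reads +100%, hits lower the ratio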
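Cell line TMD8 (human ABC DLBCL), stably expressing tet-inducible CBG68-IkBa fusion and CBR; IMDM/0.5% FBS; cpd up to 46 uM; dox induction, 4 h, 37C/5% CO2; dual luminescence; green/red ratio; MG132 control.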
Mito fusion yeast – mitochondrial division inhibition or fusion activation. AID 485298. S. cerevisiae fusion-defective mutant growth rescue, CellTiterGlo 48 h. 320,000 tested, 0.23% active. Potency, µM (series often up to 46.1 µM), without a hit: top-dose growth rescue (activation), usual class: activators;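 also: potency is read from the fitted curve at half-maximal effect; % of control where 0% means no effect; nearly all actives have a fitted effect of over 45% in size; temperature-sensitive fusion mutants such as fzo1-1 at 37 °C on non-fermentable ethanol glycerol medium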
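Temperature-sensitive fusion-defective S. cerevisiae (e.g. fzo1-1, mgm1-5) were grown with compound in YPEG medium (3% ethanol, 3% glycerol) for 48 hours at 37C. Growth rescue was measured as viability by CellTiterGlo luminescence after 10 minutes at ambient.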
USP2a inh – inhibitors of human ubiquitin-specific protease USP2a; 330,000 tested, 0.01% active; O75604; AID 463254; USP2 core, Ub-CHOP2 coupled fluorogenic reporter, 485/531; Potency, µM (series often up to 38.3 µM), for inactives: at the highest dose activity change, negative = inhibition, most hits filed as inhibitors;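 also: potency is read from the fitted curve at half-maximal effect; plate controls were DMSO wells for no effect and full inhibition by NEM control for full effect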
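USP2 core (10nM final) preincubated 30min RT with compound in 20mM Tris-HCl pH 8.0, 2mM CaCl2, 2mM beta-mercaptoethanol, 0.05% CHAPS; 25nM Ub-CHOP2 plus 25nM reporter substrate added, fluorescence (Ex485/Em531) read after 60min.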
Eya2 inh – blocks the phosphatase activity of human Eya2; 330,000 tested, 0.006% active; Potency, µM (series often up to 76.9 µM), for inactives: top-dose activity, negative = inhibition, actives largely listed as inhibitors; AID 488837; O00167; recombinant Eya2, OMFP fluorescence dephosphorylation (OMFP is methylfluorescein phosphate); also: potency is read from the fitted curve at half-maximal effect; % is scaled to controls: 0 for no effect and ±100 for the full control effect
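Eya2 (0.2 uM) preincubated 10 min at ambient with compound, then OMFP substrate added at 50 uM; 10 min reaction in 50 mM HEPES pH 7.5, 50 mM NaCl, 5 uM MgCl2, 0.05% BSA, 1 mM DTT. Fluorescence read at Ex 485/Em 525 nm.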
PKM2 activator – PKM2 (human) enzyme activation; AID 1631; purified PKM2, Kinase-Glo ATP luminescence, activation; response scale: 0% is enzyme alone, no compound; 260,000 tested, 0.34% active; Potency, µM (doses to about 57.5 µM), inactives show top-dose activation, usual class: activators; P14618; also: potency is read from the fitted curve at half-maximal effect; % is scaled to controls: 0 for no effect and ±100 for the full control effect; nearly all actives have a fitted effect of over 55% in size
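Kinase-Glo luminescence reports ATP generated from ADP (0.1 mM) and PEP (0.5 mM) by purified hPK-M2 after 1 h at room temperature, pH 7.2 imidazole buffer; intermediate enzyme activity allows detecting inhibitors and activators.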
Starred values were filed as active, the others as inactive; u = inconclusive; x = no result given; [ ] = another dose, or the depositor's remark. Unless noted, calls follow the shape of the dose curve; as a rule, active = well fitted curve in the direction sought with a large enough effect; inconclusive = small, poorly fitted or top-dose-only effect, or another doubt; inactive = no such curve, though single readings can be large; an effect the other way counts as inactive or inconclusive.

SMILES | Menin-MLL TR inh | hERG WT inh | GALK inhibitor | TSHR antag | MBNL1 CUG block | ASM inhibitor | Chronic BCR inh | Mito fusion yeast | USP2a inh | Eya2 inh | PKM2 activator
S=C(NCCCc1ccccc1)Nc1ccccc1Cl | 10% | 0 | 0% | -4 | x | -2% | u | 4% | -1% | -2% | 0%
CCOc1ccc(-n2c(SCc3nc(-c4ccc(C)cc4)no3)nnc2-c2ccncc2)cc1 | -6% | 58 | 2% | -2 | 0% | -11% | u | 5% | -11% | -5% | 12%
COc1ccc(NC(=O)C2CCN(S(=O)(=O)c3ccc4c(c3)NC(=O)C(C)S4)CC2)cc1 (stereo not drawn) | x | 1 | 5% | -7 | -6% | -5% | -15% | 0% | 4% | 1% | x
Cc1cc(N(C)C)ccc1[N+](=O)[O-] | -13% | -1 | 2% | 4 | u | -2% | -5% | -7% | -8% | 2% | 0%
CC(C)CSc1nc2ccccc2[nH]1 | 3% | 16 | 0% | 2 | -5% | 2% | u | -1% | -1% | 4% | -12%
NNC(=O)CNC(=O)c1ccccc1F | -5% | 9 | 0% | 3 | -9% | 4% | u | -3% | 0% | 7% | 2%
COc1ccc(NC(=O)CN(C)C(=O)CN2C(=O)c3ccc([N+](=O)[O-])cc3C2=O)cc1 | x | -14 | 8% | 2 | u | -3% | u | -1% | 0% | -7% | -4%
Cc1cc(C)cc(NC(=S)N2CCC(NC(=O)c3ccccc3C)CC2)c1 | -6% | -2 | -1% | -8 | -7% | 1% | u | -2% | 5% | -12% | -2%
O=c1[nH]c(Cc2ccccc2)nc2ccccc12 | 17% | -27 | 1% | 3 | 0% | 0% | 9% | -1% | 0% | 13% | 0%
CC1=C(c2ccc(Cl)cc2)[N+](=O)C(C)(C)N1[O-] | -9% | -3 | x | -4 | 3% | 0% | 11% | -5% | 4% | 0% | 1%
Nc1nc(COC(=O)C2CC(=O)N(CCc3ccccc3)C2)nc(Nc2ccccc2)n1 (stereo not drawn) | x | -3 | x | -12 | x | -1% | 0% | -1% | 2% | 2% | x
COc1ccc(NC(=O)CSc2ccc(-c3ccco3)nn2)cc1 | x | -5 | 4% | 18 | 13% | 0% | -1% | 1% | 2% | 10% | 1%
Clc1ccc(OCc2nn3c(-c4ccncc4)nnc3s2)cc1 | 1% | -8 | 0% | 5 | 11% | -2% | 0% | -1% | 3% | -11% | -8%
Fc1cccc(Cl)c1C1Nc2cccc3cccc(c23)N1 | u | -4 | 2% | -17 | 22% | -7% | -23% | -10% | 1% | -5% | 0%
Cc1ccc(C(=O)N/C(=C\c2cn(C)c3ccccc23)C(=O)N2CCN(C)CC2)cc1 | x | 3 | 7% | -9 | 6% | 0% | -7% | -4% | 4% | 5% | x
CCN(CC)C(=O)CSc1nnc(-c2ccccn2)n1-c1ccc(C)c(C)c1 | -10% | -3 | -2% | 5 | 2% | -1% | -1% | 4% | 1% | 2% | 0%
O=C(Nc1cccnc1)c1ccc(COc2ccccc2Br)o1 | 38%[activator] | -11 | 0% | -15 | -2% | -2% | 3% | 3% | 2% | -24% | 6%
CC1CCN(C(=O)c2[nH]cnc2C(=O)Nc2ccccc2)CC1 | x | -13 | x | -19 | x | 1% | 0% | x | 1% | 3% | x
O=C1COc2ccc(C(=O)COC(=O)C3CCN(S(=O)(=O)c4cccs4)CC3)cc2N1 | -26% | 1 | 2% | -10 | 41%[activator] | -7% | -1% | 3% | 3% | 16% | 8%
Cc1ccc(N2CCN(S(=O)(=O)N(C)C)CC2)c(C)c1 | -1% | 4 | -1% | 1 | -4% | -2% | 6% | 16% | -1% | 19% | -3%
COc1cccc(-c2noc(C3CCCN(C(=O)c4ccccc4OC)C3)n2)c1 (stereo not drawn) | 0% | 3 | -3% | 54 | -2% | -1% | u | 1% | -2% | -2% | 0%
Cc1ccccc1NC(=O)CN1CCC(NC(=O)Nc2ccccc2)CC1 | -4% | -5 | 0% | 2 | -5% | 3% | u | -3% | 1% | -1% | -3%
N#Cc1ccsc1NC(=O)CN(Cc1ccccc1)Cc1ccccc1 | 3% | -5 | -1% | -16 | -7% | -6% | 7% | 28% | 1% | -17% | 2%
CCOC(=O)c1nn(-c2sc(C(=O)OC)c(C)c2C(=O)OC)cc1O | 1% | -5 | 0% | 1 | 102%[activator] | -2% | 10% | 5% | 0% | -32% | -15%
O=C(COC(=O)CNS(=O)(=O)c1c(Cl)cccc1Cl)Nc1ccccc1Sc1ccccc1 | -4% | 2 | -2% | -7 | x | -9% | -3% | 3% | 1% | 1% | 4%
O=C(Cc1cccs1)N(c1ccc(Cl)cc1)C1C=CS(=O)(=O)C1 (stereo not drawn) | -6% | -19 | 6% | 13 | 0% | 0% | 11% | 3% | 1% | 0% | -6%
COC(=O)Nc1ccc(S(=O)(=O)Nc2ccc(C(=O)O)cc2)cc1 | 3% | -7 | -1% | -12 | -16% | 0% | 0% | -5% | 6% | 2% | 3%
O=C(COC(=O)c1ccc2c(c1)C(=O)N(c1cccc3ncccc13)C2=O)c1ccc(Cl)cc1 | 2% | 5 | 1% | -8 | 1% | 0% | -1% | -4% | 1% | 3% | 6%
O=c1c2[nH]c3ccccc3c2ncn1Cc1ccco1 | 15% | -4 | -3% | 2 | 8% | 5% | u | 1% | 0% | 1% | 6%
COc1ccccc1OCC(=O)Nc1cccc(-c2nc3ccccc3o2)c1 | -2% | 6 | -1% | -15 | 4% | -2% | u | 1% | -1% | -5% | 10%
Cc1ccc(NC(=O)CSc2nc(=O)n(Cc3ccncc3)c3c2CCC3)c(C)c1 | x | -2 | x | 2 | x | 1% | 14% | -7% | 0% | -2% | x
CN(CC(=O)Nc1nc2ccccc2s1)S(=O)(=O)c1ccccc1 | 3% | -1 | -4% | -12 | 4% | 0% | u | 13% | -2% | -9% | 1%
c1ccc(-c2cc(N3CCCCC3)c3ccccc3n2)cc1 | -4% | 3 | 0% | 1 | x | 4% | u | -4% | 0% | -7% | -1%
COC(=O)c1ccc(CSc2nnc(-c3c[nH]c4ccccc34)n2C)o1 | -1% | 0 | 2% | -2 | u | 7% | -37% | -1% | -1% | 2% | 29%
COC(=O)c1ccc(COC(=O)c2cnccn2)cc1 | 2% | 3 | 1% | -5 | -5% | 6% | 9% | -6% | 10% | 13% | 4%
Cc1ccc(S(=O)(=O)N2CCCCC2)cc1NC(=O)C1CC(=O)N(Cc2ccccc2)C1 (stereo not drawn) | -1% | 2 | 2% | 24 | x | 6% | -2% | 9% | -2% | 1% | -16%
O=C(CN1C(=O)C2C3C=CC(C4CC34)C2C1=O)Oc1ccccc1 (stereo not drawn) | -8% | 14 | -1% | -12 | -5% | -1% | 0% | 3% | -1% | -5% | -1%
Cc1cccc(Cl)c1OCCN1CCCC1 | 3% | 3 | -3% | -10 | 2% | -2% | -2% | 3% | -2% | 0% | 5%[11.5 µM]
COc1ccc(C2=CC3=C(Br)C(=O)C(C)(OC(=O)c4ccc(Cl)nc4)C(=O)C3=CO2)cc1 (stereo not drawn) | 9% | -16 | -1% | -10 | 24% | -5% | u | 13% | -4% | 7% | 2%
CCOC(=O)C1(C)Oc2ccccc2C(C(=O)OC)=C1C(=O)OC (stereo not drawn) | 0%[94.6 µM] | -2 | x | -11 | x | 1% | u | x | 0% | -11% | x
O=C(OCC(=O)N1CCN(c2ccccc2)CC1)c1nc(Cl)ccc1Cl | x | -2 | x | 11 | x | -1% | 13% | 1% | -2% | -20% | x
COCc1cc(C)n(CC(=O)Nc2cccc(C)c2)c(=O)c1C#N | 0% | 4 | 6% | 8 | 0% | 7% | 0% | 3% | -1% | -3% | 3%
Cc1oc(-c2ccccc2)cc1C(=O)Nc1ccc(N(C)C)cc1 | u | -4 | -2% | -4 | -10% | -15% | u | -3% | 0% | 2% | 9%
Cc1nnc(SCC(=O)N2CCN(C(=O)c3ccco3)CC2)n1C | x | -5 | x | 29 | x | 1% | 0% | -2% | 0% | 3% | x
CC(=O)Nc1ccc(NC(=O)C(c2ccccc2)c2ccccc2)cc1 | -18% | -8 | 0% | 6 | 0% | 0% | 4% | 3% | 2% | -6% | -1%

An excerpt. The share of hits here may be higher or lower than overall.
